Bioassay records from PubChem.
SMARCA2 activ = increases SMARCA2 function in MMTV reporter cells; MG213 cells, MMTV-luciferase reporter, dexamethasone, overnight; activation, % at 9.1 µM; actives 1% (n = 370,000); in the data active means activation above about 7.8%;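 further: 0% = vehicle wells and 100% = reference activator wells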
sPLA2-III inh = Blocks human group III sPLA2 activity; QFRET BODIPY PC-A2 liposome hydrolysis, fluorescence; Q9NZ20; actives 0.56% (n = 370,000); inhibition, % at 12.2 µM;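 active means inhibition above mean plus 3 SD of compounds lying within the high and low control bounds, cut at about 19% in these data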;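 further: 0% = median of test compound wells and 100% = no enzyme DMSO wells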
NR1D1 modulator = Rev-erb alpha (human) modulation; activity, % at 10 µM; actives 0.79% (n = 370,000); P20393; Rev-erbα–FITC-DNA binding, fluorescence polarization, 90 min; AID 1259318;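 active means activity above about 14%, limit read from the data; passing the limit was not always enough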;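 further: 0% = DMSO wells with 35 nM protein and 100% = DMSO wells with 750 nM protein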
ssDAF12 agonist = activators of S. stercoralis DAF-12 nuclear receptor; HEK293 ssDAF-12/GRIP1 lit1-tk-luc reporter, luminescence; % of 3 µM dafachronic acid response; activation, % at 6.8 µM; actives 1% (n = 370,000); AID 652126;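 active means activation above the mean over all tested compounds plus 3 SD, cut at about 0.9% in these data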;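 further: 0% = DMSO-only wells and 100% = 3 µM delta7-dafachronic acid wells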
FXN GAA850 act = activators of GAA850 frataxin (FXN) promoter; HEK293 lucGAA850 FXN promoter luciferase reporter, 24 h; percent of 10 µM SAHA response; activation, % at 6 µM; actives 0.56% (n = 360,000); AID 540364;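 active means activation above the average of all compounds screened plus 3 SD, cutoff fixed separately per campaign, cut at about 7.5% in these data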;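 further: 0% = DMSO wells and 100% = 10 µM SAHA wells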
DAX1 inh-1 = DAX1 (NR0B1) inhibition, primary screen; inhibition, % at 6.8 µM; AID 652010; actives 1.1% (n = 370,000); HEK293T StAR-luciferase reporter, SF-1/DAX-1 repression relief;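 active means inhibition above the mean over all tested compounds plus 3 SD, cut at about 3.6% in these data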;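 further: 0% = DAX-1 cells with DMSO and 100% = cells lacking DAX-1 with DMSO; higher inhibition means more luminescence from relief of DAX-1 repression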
PLCb3 inh = PLC-beta3 (human) inhibition, primary screen. inhibition, % at 12.2 µM. actives 0.18% (n = 370,000). Q01970. Purified PLC-beta3, fluorogenic substrate, fluorescence; in the data active means inhibition above about 11%;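 further: 0% = median of compound wells on plate and 100% = full blocker control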
Target sequence (Q01970 whole entry, looked up): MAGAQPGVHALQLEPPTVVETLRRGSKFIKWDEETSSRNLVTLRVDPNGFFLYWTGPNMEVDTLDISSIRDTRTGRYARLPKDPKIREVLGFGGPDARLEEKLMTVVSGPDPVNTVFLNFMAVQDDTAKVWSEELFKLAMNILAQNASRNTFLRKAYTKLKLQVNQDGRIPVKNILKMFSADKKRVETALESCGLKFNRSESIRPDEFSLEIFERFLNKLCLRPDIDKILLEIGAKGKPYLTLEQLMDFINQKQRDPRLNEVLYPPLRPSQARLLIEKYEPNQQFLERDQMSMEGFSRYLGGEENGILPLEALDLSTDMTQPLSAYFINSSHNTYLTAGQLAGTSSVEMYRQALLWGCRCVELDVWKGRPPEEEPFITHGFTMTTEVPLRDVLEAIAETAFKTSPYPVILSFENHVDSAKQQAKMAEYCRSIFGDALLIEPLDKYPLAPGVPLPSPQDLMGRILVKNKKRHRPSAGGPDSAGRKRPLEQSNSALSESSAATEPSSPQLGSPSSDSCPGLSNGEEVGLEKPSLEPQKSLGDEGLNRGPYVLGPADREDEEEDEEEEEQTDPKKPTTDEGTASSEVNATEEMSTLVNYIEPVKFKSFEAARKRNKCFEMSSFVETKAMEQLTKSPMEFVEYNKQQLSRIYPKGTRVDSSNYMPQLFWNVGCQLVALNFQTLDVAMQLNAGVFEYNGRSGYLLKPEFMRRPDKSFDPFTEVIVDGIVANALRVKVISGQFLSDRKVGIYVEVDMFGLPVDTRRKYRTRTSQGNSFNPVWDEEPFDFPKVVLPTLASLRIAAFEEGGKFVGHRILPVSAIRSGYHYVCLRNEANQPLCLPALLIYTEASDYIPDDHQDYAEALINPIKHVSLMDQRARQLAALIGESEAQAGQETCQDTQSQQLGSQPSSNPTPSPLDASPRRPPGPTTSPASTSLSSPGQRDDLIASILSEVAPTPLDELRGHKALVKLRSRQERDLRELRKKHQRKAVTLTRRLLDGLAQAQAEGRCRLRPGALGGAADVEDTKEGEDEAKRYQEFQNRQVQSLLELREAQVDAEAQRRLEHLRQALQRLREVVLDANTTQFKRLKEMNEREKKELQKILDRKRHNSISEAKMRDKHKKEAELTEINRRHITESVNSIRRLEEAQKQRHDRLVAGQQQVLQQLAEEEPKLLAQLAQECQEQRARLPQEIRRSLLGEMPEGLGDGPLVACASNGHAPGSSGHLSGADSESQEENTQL
DAX1 inh-2 = NR0B1 (DAX1) inhibition | P51843 | HEK293 Gal4-DAX1 luciferase reporter, luminescence | inhibition, % at 6.75 µM | actives 0.99% (n = 340,000) | AID 504766;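 active means inhibition above the mean over all tested compounds plus 3 SD, cut at about 4.2% in these data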;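 further: 0% = DAX1-transfected cells with DMSO and 100% = empty-vector control cells with DMSO; inhibition shows as a rise in luminescence from relieved DAX1 repression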
hgDAF12 agonist = hgDAF-12 agonism, primary luciferase screen; HEK293 GAL4-hgDAF12 UAS-luciferase reporter, agonist luminescence; normalized to butyrate control; activation, % at 6.8 µM; actives 1.8% (n = 370,000); AID 687014;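 active means activation above a cutoff set at the mean of all screened compounds plus 3 SD, cut at about 10% in these data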;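 further: 0% = DMSO wells and 100% = sodium butyrate wells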
PG9 binder = small molecules binding HIV-1 gp120 antibody PG9; AID 624416; TR-FRET gp120-PG9 antibody binding; inhibition, % at 6.7 µM; actives 0.43% (n = 360,000); in the data active means inhibition above about 8.5%
hcDAF-12 act = activates DAF-12 receptor from parasite H. contortus | HEK293 hcDAF-12 lit1-tk-luc reporter, luminescence; 0% DMSO, 100% Δ7-dafachronic acid | activation, % at 6.8 µM | actives 1.4% (n = 370,000);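 active means activation above the mean of all tested compounds plus 3 SD, cut at about 5.5% in these data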;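 further: 100% = response to 3 µM Δ7-dafachronic acid high control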
The depositor's hits bear a star; nt = no result given.

SMILES	SMARCA2 activ	sPLA2-III inh	NR1D1 modulator	ssDAF12 agonist	FXN GAA850 act	DAX1 inh-1	PLCb3 inh	DAX1 inh-2	hgDAF12 agonist	PG9 binder	hcDAF-12 act
COc1cc2nc(CN3CCN(S(=O)(=O)c4ccc(Cl)cc4)CC3)[nH]c(=O)c2cc1OC	-1	0	-1	-2.1	0.9	-0.3	-2	-0.5	1.0	-2.1	-2.4
O=C(COC(=O)C(CO)NS(=O)(=O)c1ccc(Br)cc1)Nc1ccc2c(c1)OCCO2 (stereo not drawn)	-1	-9	2	-1.7	-1.4	1.8	-5	1.0	0.3	1.2	1.3
C[C@H](CO)N1C[C@H](C)[C@@H](CN(C)Cc2ccc(Oc3ccccc3)cc2)Oc2c(NC(=O)c3ccncc3)cccc2C1=O	-2	-24	3	-1.9	-3.8	-0.7	0	-1.7	-2.8	0.1	-2.4
O=C(NCC1(O)CCCCC1)C1CCC(=O)N(Cc2ccccc2F)C1 (stereo not drawn)	1	2	0	-0.9	0.8	2.2	-6	0.3	2.8	-0.4	1.9
CN(CC(=O)Nc1ccc(Cl)c(C(F)(F)F)c1)C(=O)C1CCCO1 (stereo not drawn)	-2	1	-7	-1.8	1.2	-0.8	-3	0.4	-1.9	-3.0	1.2
Cc1cc(C)c2[nH]c(=O)c(CN(Cc3cccnc3)C(=S)NCCCN(C)C)cc2c1	11*	-1	-10	-1.8	1.9	0.6	-5	0.0	1.2	1.1	-1.0
CC1CCC(NS(=O)(=O)c2ccc3c(c2)n(C)c(=O)c(=O)n3C)CC1 (stereo not drawn)	0	3	-6	-2.0	-0.8	-0.3	-16	1.6	-0.7	-0.9	0.1
Cc1nc2ccccc2cc1C(=O)Nc1ccccc1Cl	-2	3	-2	-1.4	0.6	0.3	-2	-0.6	0.5	1.4	1.1
Cc1cc(C)nc(N/N=C/c2ccccc2Cl)n1	-2	1	6	-1.3	2.8	1.1	1	nt	4.3	-1.7	0.9
CCN1CCN(C(=O)c2cnn3c(C(F)F)cc(-c4ccc(C)cc4)nc23)CC1	-2	1	-3	-1.6	-1.3	1.1	-382	-0.3	-2.6	1.5	-1.1
Cc1ccc(NC(=O)NCc2ccc3c(c2)OCO3)cc1C	1	-6	6	-0.8	2.1	1.6	0	0.4	6.8	-1.8	1.2
COc1cc2c(cc1OC)CN(C(=O)CN1C(=O)NC3(CCCCC3C)C1=O)CC2 (stereo not drawn)	-4	7	-1	-1.1	-1.7	-1.6	-4	0.1	1.0	2.8	1.3
C=CCN1C(=O)/C(=C2/Sc3ccccc3N2CCCS(=O)(=O)O)SC1=S	-3	-22	-8	-0.9	0.6	0.2	-11	1.8	0.5	-0.1	-1.5
CC(=O)N(CCc1cccc(C)c1)Cc1cc2ccc(C)cc2[nH]c1=O	-3	-6	0	-1.7	0.2	0.7	-5	-0.8	1.4	-4.1	-1.3
O=C(Nc1cccc(C(=O)N2CCOCC2)c1)c1cccnc1	-2	9	-1	-1.0	-2.1	0.0	2	2.1	0.3	1.1	-0.8
Clc1ccc(OCc2cn3cccnc3n2)c2ncccc12	0	3	1	-0.3	5.8	1.0	-96	0.2	1.9	-2.3	1.1
N#Cc1cccc(CN2CCCN(Cc3ccc(F)cc3)S2(=O)=O)c1	7	-7	-3	-1.7	1.6	-0.1	7	-0.6	-1.6	-0.6	-1.7
Nc1ccccc1-c1ccc([N+](=O)[O-])cc1	1	4	4	-1.5	-1.3	1.6	1	-0.3	-0.3	-0.4	4.0
COC(=O)[C@H]1C[C@H](C(=O)O)[C@@H](C)C1(C)C	-2	11	-3	-1.2	1.5	0.1	9	1.1	3.0	-0.1	-1.2
COc1cc(C(O)c2nc(-c3ccc(C)c(C)c3)cs2)ccc1F (stereo not drawn)	-3	-7	0	-1.1	-1.0	0.0	-1	nt	0.9	0.0	-0.5

3 compounds from above, ordered by heavy-atom count, lowest first.
SMILES	SMARCA2 activ	sPLA2-III inh	NR1D1 modulator	ssDAF12 agonist	FXN GAA850 act	DAX1 inh-1	PLCb3 inh	DAX1 inh-2	hgDAF12 agonist	PG9 binder	hcDAF-12 act
Cc1nc2ccccc2cc1C(=O)Nc1ccccc1Cl	-2	3	-2	-1.4	0.6	0.3	-2	-0.6	0.5	1.4	1.1
COc1cc(C(O)c2nc(-c3ccc(C)c(C)c3)cs2)ccc1F (stereo not drawn)	-3	-7	0	-1.1	-1.0	0.0	-1	nt	0.9	0.0	-0.5
CC1CCC(NS(=O)(=O)c2ccc3c(c2)n(C)c(=O)c(=O)n3C)CC1 (stereo not drawn)	0	3	-6	-2.0	-0.8	-0.3	-16	1.6	-0.7	-0.9	0.1

Other compounds
SMILES	SMARCA2 activ	sPLA2-III inh	NR1D1 modulator	ssDAF12 agonist	FXN GAA850 act	DAX1 inh-1	PLCb3 inh	DAX1 inh-2	hgDAF12 agonist	PG9 binder	hcDAF-12 act
COc1ccccc1NS(=O)(=O)c1cccc(NS(=O)(=O)c2cc(C(=O)O)ccc2OC)c1	-4	3	3	-1.6	0.1	0.5	1	0.9	-1.5	-1.0	-0.7
O=C(Nc1cc(Cl)ccc1N1CCOCC1)c1ccc(F)c(S(=O)(=O)N2CCOCC2)c1	-1	4	10	-1.3	1.0	-1.3	3	-0.7	-2.3	0.5	-1.6
CC(=O)N1CCN(C(=S)NC(=O)c2ccc(S(=O)(=O)N3CCOCC3)cc2)CC1	2	4	-6	-1.4	1.1	-0.5	1	4.7*	0.5	-0.8	-4.2
CCOc1ccc(-n2c(COc3ccc(C)cc3)nnc2SCC(=O)c2ccc3ccccc3c2)cc1	1	-3	10	-1.6	nt	-0.7	-6	nt	-1.7	nt	-2.4
O=S1(=O)CCC(S(=O)(=O)N2CCCCCC2)C1 (stereo not drawn)	-3	7	0	0.0	-1.5	0.5	7	2.0	1.9	-0.8	1.1
CCCC(c1nnnn1CCc1ccccc1)N1CCN(C2CCCC2)CC1 (stereo not drawn)	5	2	-1	-1.2	-0.7	-1.4	4	0.2	-0.8	-0.8	0.8
CCn1cc([N+](=O)[O-])c(C(=O)Nc2nc3ccc(OC)cc3s2)n1	2	-4	3	-1.5	-0.2	-0.1	-1	0.6	1.2	-1.4	1.0
CC(C)(C)n1cnc2cc(NS(=O)(=O)c3ccc(Br)cc3)ccc21	-2	-31	-3	-1.3	1.5	-0.8	2	0.0	-3.4	-0.9	-1.6
CCOc1ccc(C2CC(c3ccc(F)cc3)Nc3nc(N)nn32)cc1 (stereo not drawn)	1	3	-2	-0.7	3.0	0.0	2	0.5	-2.9	0.4	-1.6
O=C(CN1C(=O)C2CCCCC2C1=O)Nc1ccccc1N1CCCC1 (stereo not drawn)	-2	3	-3	-0.8	1.7	4.1*	-4	1.9	1.7	-0.7	0.8
COC(=O)[C@]12C[C@H](CC(=O)NCC3CCCCC3)C(=O)N(Cc3ccccc3)C1=C[C@H](COCc1ccccc1)O[C@@H]2C	-3	-10	6	-1.3	nt	-0.3	-1	nt	2.9	nt	-2.1
O=C1NCN(c2ccccc2)C12CCN(CCCC(c1ccc(F)cc1)c1ccc(F)cc1)CC2	3	1	2	-1.5	-3.4	-1.4	1	-0.5	-1.2	-0.7	-1.6
CCn1c(=O)cc(OCC(=O)Nc2cc(C)ccn2)c2ccccc21	-1	5	7	-1.0	-3.0	-0.1	1	0.5	3.2	0.4	-0.7
COc1nc(C)ccc1-c1noc(-c2cccnc2)n1	11*	2	-6	-0.9	2.6	0.3	-4	2.0	4.5	-3.0	-1.4
CC(C)CN1CCN(C(=O)CCc2nnc(Cc3c[nH]c4ccccc34)o2)[C@@H](C)C1=O	-3	-9	0	0.9	1.9	1.1	1	0.9	2.1	0.0	7.0*
O=C(CN1C(=O)NC(Cc2ccccc2)C1=O)Nc1ccccc1F (stereo not drawn)	-4	11	-4	-1.1	0.6	-1.7	-7	-0.7	-1.0	-1.4	0.3
CCCCCCNc1nc(-c2ccc(OC)cc2)c(CCC(=O)O)s1	1	-1	-5	-1.4	1.2	0.0	-4	-0.2	2.4	0.8	-1.5
CCOC(=O)c1c(S(=O)(=O)N2CCN(Cc3ccccc3)CC2)c(C)n(C)c1C	-1	0	-3	-0.5	1.2	0.0	-5	0.8	-1.7	-0.2	-0.5
COc1ccc(S(=O)(=O)N2CCOCC2)cc1NC(=O)CC(C)c1ccccc1 (stereo not drawn)	-2	-2	-3	-1.5	1.2	0.8	-2	0.0	1.5	-1.4	-0.1
CCOC(=O)C1=NOC(CN(c2ccccc2)S(=O)(=O)c2ccc(Cl)cc2)C1 (stereo not drawn)	1	-10	5	-0.9	0.4	-0.6	3	2.1	-2.6	0.2	0.2

3 entries from above, ordered by the number in SMARCA2 activ, lowest first.
| Structure | SMARCA2 activ |
| --- | --- |
| O=S1(=O)CCC(S(=O)(=O)N2CCCCCC2)C1 (stereo not drawn) | -3 |
| CCOC(=O)c1c(S(=O)(=O)N2CCN(Cc3ccccc3)CC2)c(C)n(C)c1C | -1 |
| CCOC(=O)C1=NOC(CN(c2ccccc2)S(=O)(=O)c2ccc(Cl)cc2)C1 (stereo not drawn) | 1 |

Next structures follow:
SMILES	SMARCA2 activ	sPLA2-III inh	NR1D1 modulator	ssDAF12 agonist	FXN GAA850 act	DAX1 inh-1	PLCb3 inh	DAX1 inh-2	hgDAF12 agonist	PG9 binder	hcDAF-12 act
Cc1ccc(CNCc2ccccc2Cl)cc1	-1	4	3	-1.5	1.5	-0.7	0	0.2	4.9	0.0	-1.1
CCc1c(C)[nH]c2ccc(OC)cc2c1=S	0	-1	-2	-1.0	1.8	0.4	-29	-0.8	4.3	-0.7	-1.1
O=C(N/N=C/CCc1ccccc1)c1ccc(CN2c3cccc4cccc(c34)S2(=O)=O)cc1	-7	2	1	-2.1	2.2	-1.6	-186	-1.4	-7.7	-1.4	-4.0
CCN(C[C@H]1N[C@@](CC)(C(=O)OC)[C@H]2C(=O)N(Cc3ccccc3)C(=O)[C@@H]12)C(=O)c1ccc(F)cc1	-1	9	6	-1.7	1.2	-1.2	0	0.8	-1.6	1.1	0.5
Cc1ccc(C)c(C(=O)OCC(=O)NC(=O)NCc2ccccc2)c1	-2	-18	-2	-1.4	-1.2	0.0	-1	1.8	-0.7	0.9	-0.7
Cc1[nH]n(-c2ccccc2)c(=O)c1S(=O)(=O)c1ccccc1	-3	-1	-1	0.3	0.2	-0.3	1	0.6	1.9	-1.3	2.2
COc1ccc(CNC(=O)CN2C(=O)C3C4C=CC(C4)C3C2=O)cc1 (stereo not drawn)	1	5	-1	-0.6	1.0	-0.1	3	0.2	0.9	-1.2	0.0
O=C(COc1ccccc1)NC1CCN(Cc2ccccc2)CC1	-1	-5	-3	-1.5	1.7	1.6	1	-1.4	-0.5	2.0	-0.2
C(=N\N=C\c1ccccc1)/c1ccccc1	-2	1	-1	-0.4	4.2	0.6	-1	5.0*	2.2	-1.8	-1.1
O=C(c1cc(COc2ccc(F)cc2Cl)on1)N1CCN(C2CCCCC2)C(=O)C1	1	-25	-4	-1.1	1.5	-3.7	-1	-1.1	1.0	0.0	-3.9
COc1cccc(C2NC(CC(C)C)(C(=O)O)C3C(=O)N(Cc4ccccc4)C(=O)C23)c1O (stereo not drawn)	0	-1	6	-1.3	1.6	0.4	-3	0.9	-0.3	1.4	0.2
CC1CCN(CCNC(=O)C2CCCN(c3ncnc4c3nc3n4CCCCC3)C2)CC1 (stereo not drawn)	1	5	5	-1.3	0.1	1.4	-4	0.1	1.1	0.7	-1.0
